Bioassay records: PubChem, several laboratories
Scp1 inh = Scp-1 phosphatase inhibitors, primary screen, biochemical, colorimetric, uHTS; Carboxy-terminal domain RNA polymerase II polypeptide A small phosphatase 1 (Homo …; Recombinant Scp1, phosphopeptide, malachite green phosphate absorbance; inhibition, % at 20 µM; hit rate 0.88% among 340,000; AID 493091, 2011;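 active means inhibition above about 50% at 20 µM, limit read from the data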;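 further: plate controls were DMSO wells with enzyme for no effect and wells lacking enzyme for full effect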
Target sequence (Q9GZU7 76-261 limits assumed): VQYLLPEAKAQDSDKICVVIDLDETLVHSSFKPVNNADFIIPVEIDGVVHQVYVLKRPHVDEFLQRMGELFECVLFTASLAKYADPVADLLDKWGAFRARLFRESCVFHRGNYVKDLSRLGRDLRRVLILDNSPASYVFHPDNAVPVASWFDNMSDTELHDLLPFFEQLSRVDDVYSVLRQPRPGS
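Material: truncated SCP-1 phosphatase (76-261aa) / Buffer or medium: 50 mM Tris acetate pH 5.5, 0.005% Tween-20, 10 mM MgCl2 / Compound dosing: one concentration, 20 µM, with 1.0% DMSO / Incubation: 45 min room-temperature reaction, 5 min colour, 30 min stabiliser / Detection: colorimetric free-phosphate detection, absorbance 630 nm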
DNMT1 block = human DNMT1 methyltransferase inhibitors, primary screen, biochemical, molecular beacon, fluorescence, HinP1I cleavage, uHTS. hit rate 0.83% among 360,000. DNA (cytosine-5)-methyltransferase 1 (Homo sapiens), P26358. inhibition (reported as % activation of signal), % at 10 µM. AID 588458, 2011; in the data active means inhibition above about 50%
TbMetRS inhib = T. brucei MetRS inhibitors, primary screen, biochemical, luminescence; hit rate 0.4% among 360,000; inhibition, % at 11.9 µM; purified T. brucei MetRS, ATP depletion, Kinase-Glo luminescence; AID 624268, 2012; methionyl-tRNA synthetase (Trypanosoma brucei brucei);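 active means inhibition above a per-plate cutoff of the control wells' mean inhibition plus 3 SD, cut at about 5.5% in these data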;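 further: 0% = DMSO wells median and 100% = median of wells with control inhibitor compound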
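System: purified T. brucei MetRS enzyme / Detection: Kinase-Glo luciferase luminescence reporting remaining unconsumed ATP / Medium: HEPES buffer with MgCl2, KCl, DTT, spermine, BSA, pyrophosphatase / Replication: singlicate, one well per compound / Evaluation: percent inhibition relative to median high and low control wells / Schedule: 2 h aminoacylation at 25 °C after 15 min preincubation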
NadD inh = inhibitors of S. aureus NadD, primary screen, biochemical, colorimetric, uHTS. Nicotinate-nucleotide adenylyltransferase NadD (Staphylococcus aureus N315). purified NadD enzyme, colorimetric absorbance read-out. inhibition, % at 20 µM. hit rate 0.78% among 360,000. AID 602399, 2012; in the data active means inhibition above about 26%; further: some compounds past the cut are filed as inactive
STEP block = STEP phosphatase inhibitors, primary screen, biochemical, fluorescence intensity, uHTS; hit rate 0.25% among 360,000; inhibition, % at 20 µM; recombinant STEP, OMFP fluorogenic substrate; Tyrosine-protein phosphatase non-receptor type 5 (Homo sapiens), P54829;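 active means inhibition at 20 µM, scaled per plate between control wells, above about 37%, limit read from the data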;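 further: 0% = DMSO with enzyme and substrate and 100% = substrate only without enzyme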
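Also added – OMFP at 25 µM · Test system – STEP tyrosine phosphatase · Technique – FITC-channel fluorescence of OMFP product · Schedule – 20 min at room temperature, dark · Evaluation – control-normalized % inhibition with plate pattern correction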
SUMO1-SIM PPI = modulators of SUMO1 protein-protein interactions, primary screen, biochemical, uHTS; SUMO1 binding to a labelled peptide, TR-FRET, 1 h; inhibition, % at 20 µM; hit rate 0.33% among 360,000; AID 602429, 2012; in the data active means inhibition above about 37%
NRP1-CendR mod = modulators of CendR peptide binding to NRP-1, primary screen, biochemical, fluorescence polarization, uHTS. AID 602438, 2012. hit rate 0.85% among 360,000. FAM-RPARPAR peptide binding to NRP-1. Neuropilin-1 (Homo sapiens), O14786. inhibition, % at 25 µM;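 active means inhibition or corrected inhibition above about 18%, plus a signal ratio from 0.5 to 1.5, limit read from the data, passing the limit was not always enough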; further: strong numbers were not always called active
Target sequence (O14786 whole entry, looked up): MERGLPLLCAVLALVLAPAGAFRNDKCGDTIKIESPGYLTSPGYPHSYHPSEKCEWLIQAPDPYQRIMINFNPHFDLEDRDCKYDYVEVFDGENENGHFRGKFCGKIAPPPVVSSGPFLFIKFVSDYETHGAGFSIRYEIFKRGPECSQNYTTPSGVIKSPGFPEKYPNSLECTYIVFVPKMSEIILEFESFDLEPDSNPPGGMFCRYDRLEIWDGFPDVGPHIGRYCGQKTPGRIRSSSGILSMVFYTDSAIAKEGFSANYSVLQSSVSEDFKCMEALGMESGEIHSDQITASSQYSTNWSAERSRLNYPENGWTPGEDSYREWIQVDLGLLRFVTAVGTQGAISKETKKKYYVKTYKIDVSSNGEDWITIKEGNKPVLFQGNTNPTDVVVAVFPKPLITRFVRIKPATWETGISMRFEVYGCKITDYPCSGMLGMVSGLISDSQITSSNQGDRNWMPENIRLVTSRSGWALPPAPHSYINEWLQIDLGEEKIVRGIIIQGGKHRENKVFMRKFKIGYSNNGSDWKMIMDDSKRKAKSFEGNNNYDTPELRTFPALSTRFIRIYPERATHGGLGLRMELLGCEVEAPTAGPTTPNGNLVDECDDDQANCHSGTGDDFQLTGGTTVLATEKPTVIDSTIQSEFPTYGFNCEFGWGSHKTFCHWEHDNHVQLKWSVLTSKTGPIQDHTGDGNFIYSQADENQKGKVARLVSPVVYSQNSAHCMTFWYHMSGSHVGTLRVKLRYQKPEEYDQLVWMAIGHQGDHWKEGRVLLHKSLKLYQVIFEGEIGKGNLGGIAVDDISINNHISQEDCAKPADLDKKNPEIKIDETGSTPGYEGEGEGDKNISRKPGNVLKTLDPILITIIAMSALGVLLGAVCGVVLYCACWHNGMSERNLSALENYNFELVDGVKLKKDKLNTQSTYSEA
LMPTP block = LMPTP phosphatase inhibitors, primary screen, biochemical, fluorescence intensity, uHTS | recombinant LMPTP-A, OMFP fluorogenic substrate | AID 651560, 2012 | inhibition, % at 20 µM | hit rate 0.22% among 360,000 | Low molecular weight phosphotyrosine protein phosphatase (Homo sapiens), P24666;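 active means compounds that cut the enzyme signal by at least half of the control window in the single-dose screen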;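 further: plate controls were DMSO wells with enzyme plus substrate for no effect and substrate without enzyme for full effect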
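Assay system: LMPTP-A enzyme. Input: 0.625 nM LMPTP-A final. Probe or stimulus: 400 µM OMFP. Compound dosing: single 20 µM dose. Schedule: 50 min dark incubation at room temperature. Detection: fluorescence intensity of OMFP turnover product. Read-out: percent inhibition versus substrate-only and uninhibited controls. Benchmarks: no-enzyme low control, uninhibited high control.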
Neddyl block = inhibitors of cullin neddylation, primary screen, biochemical, TR-FRET, uHTS, NAE and Ubc12. calls only at 25 µM. hit rate 0.58% among 360,000; in the data active means inhibition above about 36%
SKN-1 inh = suppressors of acrylamide-induced Pgst-4::GFP reporter in worms, primary screen, SKN-1 inhibitor project, whole organism, uHTS, GFP/RFP fluorescence ratio, strain VP596; C. elegans VP596 Pgst-4::GFP/RFP ratio, 24 h; inhibition, % at 21.8 µM; hit rate 0.49% among 360,000; AID 624304, 2012;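 active means interference check ratio from 0.5 to 1.5 plus GFP to RFP signal ratio inhibition reaching or exceeding a fixed threshold, cut at about 30% in these data, passing the limit was not always enough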; further: some compounds called inactive have numbers as strong as hits
Numbers without * were called inactive; i = inactive; x = no result given.

entry	Molecule	Scp1 inh	DNMT1 block	TbMetRS inhib	NadD inh	STEP block	SUMO1-SIM PPI	NRP1-CendR mod	LMPTP block	Neddyl block	SKN-1 inh
1	O=[N+]([O-])c1cccc(CN(CCO)Cc2ccccc2)c1	0	-1	-1.0	-6	-1	-15	2	0.3	i	-38
2	O=S(=O)(N(Cc1ccccc1)[C@H](CO)Cc1ccccc1)N(Cc1ccccc1)[C@H](CO)Cc1ccccc1	0	0	0.0	3	1	7	4	2.5	i	0
3	NC(=O)c1c(NC(=O)CN2CCN(S(=O)(=O)c3ccccc3)CC2)sc2c1CCC2	24	18	-0.4	8	0	9	-15	7.3	i	3
4	CC(=O)N(c1nc(CCl)cs1)c1ccc(C)cc1C	-13	-1	-0.1	-6	-3	3	-2	-0.4	i	6
5	Cc1c(C)c2ccc(OS(C)(=O)=O)cc2oc1=O	-4	8	0.2	3	3	2	-1	-0.7	x	1
6	CN(CC(=O)Nc1cccc(F)c1)CC(=O)Nc1cccc(S(=O)(=O)N(C)c2ccccc2)c1	-5	-11	-0.6	7	0	-1	-1	2.6	i	-1
7	CC(NC(=O)Cc1ccccc1)c1cc2c(cc1Br)OCCCO2 (centres undefined)	-5	3	-0.6	-6	-3	0	-10	1.1	i	-10
8	CN(C)CCCn1cnc2c1c(=O)[nH]c(=O)n2Cc1ccccc1	4	0	-0.5	-4	0	5	7	-3.1	i	6
9	O=C(NC1CCCC1)C(C1CC1)n1c(-c2ccnc3ccccc23)nc2ccccc21 (centres undefined)	x	x	-0.1	x	x	-2	-9	0.9	i	6
10	Cc1ccccc1NC(=O)CSC1=NCCN1	-6	0	-0.4	-1	2	3	-8	-5.1	i	6
11	Cc1ccc(C(=O)CSc2nnnn2C(C)C)c(C)c1	-4	-1	0.7	-2	1	4	-3	-1.0	i	3
12	CCCCN1C2=NCCCN2c2ccccc21	-3	5	0.1	2	2	-2	-14	0.9	i	3
13	CCc1noc(C)c1C(=O)OCC(=O)NCCc1ccc(OC)cc1	-3	2	-0.3	2	-2	3	9	-1.6	i	17
14	Cc1ccc(N2CC(C(=O)N3CCC(C(=O)Nc4nnc(C(C)C)s4)CC3)CC2=O)cc1 (centres undefined)	-7	0	0.3	-2	2	-5	6	-0.3	i	13
15	O=C1CCCN1CN(C(=O)c1ccc2c(c1)OCO2)c1cccc(Cl)c1	-7	-5	-0.3	2	-2	-2	-9	-0.1	i	4
16	O=C(CSc1ncccc1C(=O)O)c1ccccc1F	1	2	-2.0	5	6	-1	6	-0.9	i	0
17	c1ccc(NN(Cc2cnccn2)c2ccccc2)cc1	x	5	-0.2	-3	0	1	-8	-1.2	i	10
18	COc1cc2cc(CCCOC(=O)c3ccc(C#N)cc3)oc(=O)c2cc1OC	-9	-1	0.7	-5	0	6	-2	-1.6	i	-10
19	Cc1nc2ccc(NC(=O)COc3ccccc3F)cc2s1	-5	-1	-0.7	-7	2	4	3	0.0	i	-8
20	CC(C)Nc1ccc(C(CC(N)=O)NC(=O)c2ccccc2)cc1[N+](=O)[O-] (centres undefined)	-8	3	1.0	-5	0	-39	-14	1.9	i	30
21	CC1CN(CCOc2ccc(Cl)cc2Cl)CC(C)O1 (centres undefined)	-8	-1	3.0	3	2	-3	1	-2.0	i	-1
22	Cc1ccsc1CN(C)Cc1nc(C2CC2)no1	-15	2	-1.3	0	-1	-7	-4	-0.6	i	-11
23	Cn1c2ccccc2c2nnc(N/N=C/c3ccc(O)cc3)nc21	-8	2	0.2	2	3	21	-9	3.7	i	-7
24	O=C(CSc1nnc(N2CCOCC2)n1-c1cccc(F)c1)N1CCN(c2ccccn2)CC1	-4	0	0.1	0	2	-1	2	-0.3	i	11
25	CCC(C)N(C(=O)COc1ccc(Cl)c2cccnc12)C1CCS(=O)(=O)C1 (centres undefined)	8	2	-0.4	3	0	-12	5	-1.8	i	16
26	CCC(=O)N1c2ccc(S(=O)(=O)N3CCCC3)cc2CC1C (centres undefined)	-11	-4	-0.7	-1	-2	1	9	-0.7	i	-15
27	O=C(O)CCC(=O)Nc1cccc(C(=O)Nc2ccc(Br)cc2)c1	-1	1	-0.8	5	-2	4	-1	-1.7	i	2
28	Cc1ccc(C(=O)OC(C)C(=O)NC(C)CCc2ccccc2)o1 (centres undefined)	-10	1	-0.2	-1	3	3	13	-2.1	i	0
29	Cc1nn(C)cc1C(C(=O)NC1CCCCC1)N(C(=O)Cc1cccs1)c1ccc(F)cc1 (centres undefined)	-2	18	0.4	3	0	0	3	0.3	i	5
30	O=C(NCc1cccc(C(F)(F)F)c1)c1ccc2nc([C@H]3C[C@H](O)[C@@H](CO)O3)[nH]c2c1	x	2	-0.4	5	2	-5	-18	-0.9	i	-13
31	COc1cc(NC(=O)c2cc(-n3cnnc3)ccc2Cl)cc(OC)c1	0	-6	-1.0	1	-2	-3	3	0.5	i	-1
32	COc1ccccc1NC(=O)Cc1nnc(SCC(=O)c2ccc(F)cc2)n1C	-1	3	0.8	-1	1	-2	-1	0.2	i	7
33	FC(F)(F)c1cccc(NCc2n[nH]c(=S)n2C2CCCCC2)c1	1	-2	-0.1	17	0	-1	2	0.8	i	-4
34	O=C(NCc1ccccc1)C(c1cccnc1)N(C(=O)c1ccccn1)c1cccc(F)c1 (centres undefined)	3	2	-0.3	1	-3	0	-1	0.4	i	-6
35	C[C@H](NC(=O)c1nc[nH]c1C(=O)N[C@@H](CCCCNC(=O)OC(C)(C)C)C(=O)OC(C)(C)C)C(=O)OC(C)(C)C	-4	-14	-0.2	10	1	5	8	2.2	i	5
36	CCOC(=O)C1(CCc2ccccc2)CCN(C(=O)[C@@H]2C[C@@H](C)NC(=S)N2)CC1	10	-40	-0.6	1	0	0	-8	0.6	i	6

Fetched one by one from the entries so far, 2 records:
entry	Molecule	Scp1 inh	DNMT1 block	TbMetRS inhib	NadD inh	STEP block	SUMO1-SIM PPI	NRP1-CendR mod	LMPTP block	Neddyl block	SKN-1 inh
25	CCC(C)N(C(=O)COc1ccc(Cl)c2cccnc12)C1CCS(=O)(=O)C1 (centres undefined)	8	2	-0.4	3	0	-12	5	-1.8	i	16
36	CCOC(=O)C1(CCc2ccccc2)CCN(C(=O)[C@@H]2C[C@@H](C)NC(=S)N2)CC1	10	-40	-0.6	1	0	0	-8	0.6	i	6

(continued)
entry	Molecule	Scp1 inh	DNMT1 block	TbMetRS inhib	NadD inh	STEP block	SUMO1-SIM PPI	NRP1-CendR mod	LMPTP block	Neddyl block	SKN-1 inh
37	O=C1CCC(=O)N1OCCOc1ccc2c(c1)CCC2	-7	1	-1.2	-1	-4	0	12	-2.0	i	-25
38	CCc1nc2c(c(=O)c3ccccc3n2C)c(=O)n1C1CCCCCC1	4	1	-0.2	1	3	6	0	2.8	i	11
39	Cc1cccc(OCC(=O)Nc2ccc(N3CCN(C(=O)c4ccccc4)CC3)cc2)c1	-3	-4	-0.3	-6	-2	-3	6	-1.5	i	4
40	CCN(Cc1ccccc1)C(=O)c1cc(S(=O)(=O)N2CCOCC2)ccc1N1CCCC1	-2	1	-0.5	-2	2	0	0	0.5	i	-3
41	CCCCOCCCNC(=O)C[C@@H]1C[C@@]2(C(=O)OCC)CCC=C2N(Cc2ccc(Cl)cc2Cl)C1=O	x	x	-0.4	-9	x	2	0	1.7	i	10
42	CC(NC(=O)c1ccc(F)cc1)C1CC2CCC1C2 (centres undefined)	-1	-1	-0.3	-9	-1	39	11	-0.8	i	-30
43	C=CCN(C(=O)c1csnn1)C(C(=O)NC1CCCCC1)c1ccc(F)cc1 (centres undefined)	-2	1	-0.5	-5	-1	-6	7	-0.5	i	-6
44	CCC(C)(C)NC(=O)C(c1ccc(OC)cc1)N(C(=O)CCC(=O)Nc1cc(C)on1)c1ccc2c(c1)OCO2 (centres undefined)	3	1	-0.2	4	0	-1	8	0.6	i	16
45	CCCOc1ccc(C2C(C(=O)OC)=CN(CCOC)C=C2C(=O)OC)cc1	-21	-2	0.2	-4	2	-6	28*	-0.5	x	6
46	O=C(Nc1ccc(Cl)cc1C(=O)NCCN1CCOCC1)c1ccc(Cl)cc1Cl	-4	-5	-1.0	5	1	-1	9	-1.5	i	13
47	N=c1c(C(=O)NCCN2CCOCC2)cc2c(=O)n3ccccc3nc2n1CCc1ccccc1	3	0	0.2	-3	5	-12	-3	8.1	x	-12
48	CCOC(=O)CCc1c(C)c2c(C)nn(-c3ccccc3)c2[nH]c1=O	-6	-1	-0.4	-5	0	6	-4	-0.5	i	1
49	CCC(C)NC(=O)c1ccc2nc(-c3ccc(OC)c(OC)c3)c(-c3ccc(OC)c(OC)c3)nc2c1 (centres undefined)	0	-5	-1.7	-7	-1	-34	7	1.8	i	-6
50	Cc1ccc(S(=O)(=O)N(c2nc(N(C)C)nc(N(C)C)n2)n2cnnc2)cc1	-7	-2	-0.4	3	1	4	-6	-1.4	i	10
51	O=C(Nc1ccc(Oc2cccnc2)cc1)c1cccc([N+](=O)[O-])c1	-14	-5	0.8	-1	0	-18	-2	0.1	i	9
52	Cc1ccc(NC(=O)CSCC(=O)NCCc2ccccn2)c(C)c1	4	1	-1.1	-1	-5	-2	12	1.0	i	-8
53	COCCNC(=O)COc1ccc(Br)cc1Cl	-5	-1	1.3	0	-1	-2	-11	0.0	i	11
54	CN(Cc1ccccc1)C(=O)c1c[nH]c2ccc(S(=O)(=O)N3CCOCC3)cc2c1=O	-7	-1	-0.1	-22	2	3	-7	-0.8	i	5
55	COc1ccc(OC(=O)Cc2cccc3ccccc23)cc1	-11	-2	-0.4	-8	1	8	10	2.6	i	-10
56	COc1cc(/C=C2/SC(=O)NC2=O)ccc1OCc1ccccc1	1	6	-0.9	5	-4	9	-24	-2.4	i	-10
57	COc1ccc(-c2cn3ccc4ccccc4c3n2)cc1	0	7	-1.2	-2	-5	0	-10	1.4	i	20
58	O=C(NCc1ccncc1)c1cn(-c2ccccc2)nc1-c1cccnc1	-14	-3	0.6	-3	0	1	7	-1.0	i	8
59	CC(O)(c1ccc(F)c(F)c1)c1nc(-c2ccncc2)cs1 (centres undefined)	x	5	0.9	-7	-2	3	2	-1.3	i	8
